UHRF1 MBD2 ctr: UHRF1 methylated DNA binding inhibitors, primary screen, counter-screen for MBD2 inhibitor project, biochemical, TR-FRET, human UHRF1, single concentration; E3 ubiquitin-protein ligase UHRF1 (Homo sapiens), Q96T88; UHRF1 binding to methylated oligo; inhibition, % at 4.4 µM; 0.75% of 370,000 active; in the data active = inhibition above about 21%;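 also: UHRF1 SRA domain binding a hemimethylated CpG hairpin DNA probe; 0% = median of test compound wells and 100% = reference inhibitor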
HTRA1 inh: HTRA1 serine protease inhibitors, primary screen, biochemical, fluorescence polarization, HTS; recombinant HTRA1, FP-rhodamine activity-based probe; inhibition, % at 5.96 µM; 0.5% of 340,000 active; AID 504803, 2011; in the data active = inhibition above about 36%;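 also: 0% = enzyme with DMSO and 100% = wells lacking enzyme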
PRMT1 inh: PRMT1 methyltransferase inhibitors, primary screen, biochemical, fluorescence polarization. AID 652257, 2013. inhibition, % at 2.79 µM. Protein arginine N-methyltransferase 1 (Homo sapiens), Q99873. recombinant PRMT1, activity-based probe fluorescence polarization. 1.3% of 370,000 active;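 active = inhibition above about 21% made by adding two undisclosed values, limit read from the data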
LEDGF integ inh: blockers of LEDGF/p75-dependent integrase strand transfer – biochemical, TR-FRET, high throughput, primary screen | HIV-1 integrase (with human LEDGF/p75) | TR-FRET IN-LEDGF/p75 DNA integration, Eu/Cy5 | inhibition, % at 3.7 µM | 0.64% of 370,000 active;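 active = inhibition above the screen-wide mean plus 3 SD, cut at about 13% in these data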;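 also: signal is the Cy5 over europium emission ratio at 671 and 618 nm; 0% = plate median of compound wells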
PG9 binder: binders of HIV-1 gp120 antibody PG9, primary screen, biochemical, TR-FRET; TR-FRET gp120-PG9 antibody binding; inhibition, % at 6.7 µM; 0.43% of 360,000 active; AID 624416, 2012; in the data active = inhibition above about 8.5%
SIAE primary: human SIAE inhibitors, primary screen, biochemical, fluorescence polarization, FP-Rh probe, 1536-well HTS; Sialate O-acetylesterase (Homo sapiens), Q9HAT2; SIAE FP-Rh probe binding; inhibition, % at 9.66 µM; 0.69% of 370,000 active;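 active = inhibition above a cutoff: mean of compounds within the control limits plus 3 SD of those, cut at about 17% in these data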;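 also: 0% = plate median of compound wells and 100% = probe without SIAE protein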
Target sequence (Q9HAT2 whole entry, looked up): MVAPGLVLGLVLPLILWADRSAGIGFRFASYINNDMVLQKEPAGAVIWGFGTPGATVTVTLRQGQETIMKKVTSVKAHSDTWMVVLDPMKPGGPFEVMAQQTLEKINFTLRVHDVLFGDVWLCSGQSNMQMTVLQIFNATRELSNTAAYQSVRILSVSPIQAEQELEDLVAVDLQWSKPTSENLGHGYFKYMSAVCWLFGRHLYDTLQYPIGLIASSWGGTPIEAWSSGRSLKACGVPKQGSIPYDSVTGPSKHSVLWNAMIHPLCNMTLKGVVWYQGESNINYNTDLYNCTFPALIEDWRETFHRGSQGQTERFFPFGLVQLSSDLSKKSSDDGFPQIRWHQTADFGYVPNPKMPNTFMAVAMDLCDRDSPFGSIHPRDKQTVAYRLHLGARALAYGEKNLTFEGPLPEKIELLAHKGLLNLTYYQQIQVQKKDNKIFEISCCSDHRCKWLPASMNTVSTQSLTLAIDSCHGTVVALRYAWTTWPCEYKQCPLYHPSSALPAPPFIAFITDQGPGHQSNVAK
ABHD4 inh: ABHD4 inhibitors, primary screen, biochemical, fluorescence polarization, mouse | (Lyso)-N-acylphosphatidylethanolamine lipase (Mus musculus), Q8VD66 | purified mABHD4, FP-Rh probe fluorescence polarization | inhibition, % at 8.92 µM | 0.54% of 370,000 active | AID 720543, 2013;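 active = inhibition exceeding the mean over every tested compound plus 3 SD, cut at about 30% in these data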;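 also: 0% = plate median of compound wells and 100% = S159A mutant with DMSO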
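system = mouse ABHD4 enzyme, wild type | medium = HEPES pH 7.0, NaCl, Pluronic buffer | also added = FP-Rh probe | incubation = Enzyme–compound pre-incubation 45 min, then probe 60 min, both 25 °C | technique = fluorescence polarization, excitation 525 nm, emission 598 nm, BODIPY TMR filters | controls = S159A mutant high control, sample median low control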
DDE Tn7 FP inh: inhibitors of Tn7 peptide binding to fibrin DD(E), primary screen, biochemical, fluorescence polarization, human fibrin, Tn7 probe | FP displacement of FITC-Tn7 peptide from fibrin DD(E); 0% = median of compound wells per plate | inhibition, % at 8.3 µM | 0.13% of 370,000 active | AID 720508, 2013;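 active = inhibition above the mean of compounds falling within the control limits plus 3 SD of them, cut at about 14% in these data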;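 also: 0% = plate median of compound wells and 100% = 10 µM Aha-Tn7 peptide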
Target sequence (P02675 whole entry, looked up): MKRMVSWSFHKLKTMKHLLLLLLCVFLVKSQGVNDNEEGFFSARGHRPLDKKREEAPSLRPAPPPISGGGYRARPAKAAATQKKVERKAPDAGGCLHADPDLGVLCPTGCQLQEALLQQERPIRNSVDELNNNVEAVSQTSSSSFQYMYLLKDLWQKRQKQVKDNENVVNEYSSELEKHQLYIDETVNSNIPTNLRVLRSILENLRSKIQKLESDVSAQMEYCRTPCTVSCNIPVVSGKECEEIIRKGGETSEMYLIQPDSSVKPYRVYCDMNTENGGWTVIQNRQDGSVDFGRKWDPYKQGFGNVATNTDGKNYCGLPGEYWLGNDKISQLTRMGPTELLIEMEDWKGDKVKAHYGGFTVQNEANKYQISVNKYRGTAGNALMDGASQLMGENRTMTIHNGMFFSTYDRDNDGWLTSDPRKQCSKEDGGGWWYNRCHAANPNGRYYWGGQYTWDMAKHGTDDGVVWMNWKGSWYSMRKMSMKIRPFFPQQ
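System: human fibrin DD(E); quantity: Fibrin-DD(E) at 2 µM final; also added: fluorescent Tn7 probe at 0.1 µM; compound dosing: single nominal test concentration of 8.3 µM per compound; schedule: 10 min preincubation, 3 h with tracer, room temperature; detection: fluorescence polarization of the labelled Tn7 tracer; repeats: one replicate per compound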
TCR CD3 inh: inhibitors of human TCR-CD3 interaction, primary screen, biochemical, fluorescence, TAMRA-labeled TCR probe. inhibition, % at 9.4 µM. 0.37% of 360,000 active. AID 651800, 2012; in the data active = inhibition above about 19%;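 also: recombinant mutant TCR 2C K166C tagged with TAMRA read by polarization; 0% = receptor in buffer alone and 100% = receptor with positive control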
TDP2 inh: human TDP2 enzyme inhibitors, primary screen, biochemical, epi absorbance, recombinant enzyme. inhibition, % at 12.8 µM. T5PNP hydrolysis, p-nitrophenol absorbance 415 nm. 0.34% of 370,000 active. AID 720702, 2013;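 active = inhibition above the mean of all tested compounds plus 3 SD, set per campaign, cut at about 25% in these data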;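 also: 0% = DMSO with enzyme and 100% = buffer with substrate but no TDP2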
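Test system: human TDP2 enzyme; Input: 120 nM TDP2 per well; Buffer or medium: Mg2+-containing Tris-HCl buffer, pH 7.5; Reagent: 5 mM T5PNP; Dosing: 12.8 µM single point, 1% DMSO; Incubation: reaction 2 h, 37 °C; Detection: p-Nitrophenol epi absorbance; Read-out: % inhibition relative to enzyme-containing and enzyme-free wells; Replicates: single well per compound.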
* hit, by the source's call; / = not tested or not shown.

Below each compound: UHRF1 MBD2 ctr	HTRA1 inh	PRMT1 inh	LEDGF integ inh	PG9 binder	SIAE primary	ABHD4 inh	DDE Tn7 FP inh	TCR CD3 inh	TDP2 inh
- O=C(O)CC1(CC(=O)Nc2cccc(C(=O)O)c2)CCCC1
 : 0.7	2.1	6.2	2.9	1.1	-0.9	-7.4	-1.4	-4.0	-18.4
- CCN(CC)CCCNC(=O)c1cn(CCOC)c(=O)c2c1c1ccccc1n2C
 : 1.3	7.0	0.3	1.3	1.8	0.5	3.7	5.5	2.0	10.0
- CN(C)CC1CCCCC1C1(O)c2ccccc2CSc2sccc21 (stereo not given)
 : 2.9	-1.7	4.5	-1.0	1.1	-4.9	-14.5	1.9	0.1	1.0
- Cc1ccc(NC(=O)Nc2cccc(Cl)c2)c(C(=O)O)c1
 : 0.6	-8.7	1.5	-0.3	-0.7	-10.3	3.0	0.1	0.5	6.5
- COc1ccc(NC(=O)Nc2cc(C(C)(C)C)on2)cc1OC
 : -1.6	-7.9	-0.4	-0.3	-1.0	9.9	3.6	-4.6	0.5	5.0
- CCOC(=O)c1ccc(NC(=O)c2nc[nH]c2C(=O)NCCCNC(=O)c2[nH]cnc2C(=O)Nc2ccc(C(=O)OCC)cc2)cc1
 : -2.2	-0.4	-0.5	1.5	-0.6	7.3	-5.6	2.6	5.5	1.0
- CC(=O)Oc1cc(C(=O)OCC(=O)N2CCc3ccccc3C2)cc(OC(C)=O)c1OC(C)=O
 : 7.6	58.8*	6.6	13.1	-1.4	11.7	26.2	-2.3	45.1*	-7.9
- Cc1ccc(/C=C2\SC(=S)N(c3cccnc3)C2=O)o1
 : 6.5	4.7	3.4	-1.5	-0.6	-4.5	-3.7	3.5	-3.8	-2.1
- CCOC(=O)C(NC(=O)CC)(N1CCc2ccccc2C1)C(F)(F)F (stereo not given)
 : -4.2	0.1	-2.1	0.8	0.3	20.3*	4.8	5.9	-2.8	10.8
- Clc1ccc2c(c1)nc1n2CCCC1
 : 0.8	3.5	3.7	0.5	-1.8	-2.3	1.2	-3.0	6.7	11.1
- CCC1(c2ccccc2)NC(=S)N(c2ccc(C)cc2)N1 (stereo not given)
 : -1.4	1.3	12.1	-0.1	0.0	0.1	4.5	-1.4	4.5	-2.1
- COc1ccc(S(=O)(=O)N2CCOCC2)cc1NC(=O)Cc1ccsc1
 : -2.2	-4.4	0.4	1.5	-0.7	6.8	2.3	0.1	-7.0	11.2
- CCc1ccc(S(=O)(=O)NC2CC(C)(C)NC(C)(C)C2)cc1
 : -0.8	4.3	-1.8	0.2	-1.1	-2.4	0.0	-3.1	12.2	-3.7
- CCOC(=O)c1c(NC(=O)CN2C(=O)NC3(CCC(CC)CC3)C2=O)sc(C)c1-c1ccc(C)cc1 (stereo not given)
 : 3.5	0.4	-0.4	-2.7	0.8	-6.0	-7.0	7.4	2.3	-5.6
- N=C1C(c2ccccc2)=C(O)CN1c1ccccc1
 : -1.2	12.3	-3.3	0.9	-0.7	9.6	-3.2	8.8	2.0	-0.7
- CCOc1cc2c(c3c1C(c1ccccc1)N(S(=O)(=O)c1ccc(C)cc1)C3)C(=O)C=CC2=O (stereo not given)
 : -2.4	/	6.0	4.2	5.1	5.4	48.0*	0.3	0.4	6.7
- O=C(C1CCCCC1C(=O)N1CCCCC1)N1CCCCC1 (stereo not given)
 : 0.0	3.4	0.9	6.7	1.0	-3.1	-4.5	-1.2	0.5	2.3
- COc1ccc(N(CC(=O)N2CCN(c3cc(C)ccc3C)CC2)S(=O)(=O)c2c(C)noc2C)cc1
 : -0.5	-2.8	-1.6	0.3	-0.5	-7.3	4.9	-1.1	5.5	6.2
- CC(NCc1ccc(S(N)(=O)=O)cc1)C(=O)Nc1ccc([N+](=O)[O-])cc1Cl (stereo not given)
 : -1.0	-0.5	-0.6	0.2	0.6	7.0	5.1	3.7	-5.0	10.4
- COc1ccc(C(=O)N2CC3(C)C4CCC3(C)C2(C#N)C4)cc1OC (stereo not given)
 : -1.1	3.0	4.1	-6.6	0.6	-0.2	-1.4	0.2	-3.0	-4.9

Entries of single compounds, looked up by structure:
CCC1(c2ccccc2)NC(=S)N(c2ccc(C)cc2)N1 (stereo not given) is entered as UHRF1 MBD2 ctr = -1.4; HTRA1 inh = 1.3; PRMT1 inh = 12.1; LEDGF integ inh = -0.1; PG9 binder = 0.0; SIAE primary = 0.1; ABHD4 inh = 4.5; DDE Tn7 FP inh = -1.4; TCR CD3 inh = 4.5; TDP2 inh = -2.1
CCOC(=O)c1c(NC(=O)CN2C(=O)NC3(CCC(CC)CC3)C2=O)sc(C)c1-c1ccc(C)cc1 (stereo not given) is entered as UHRF1 MBD2 ctr = 3.5; HTRA1 inh = 0.4; PRMT1 inh = -0.4; LEDGF integ inh = -2.7; PG9 binder = 0.8; SIAE primary = -6.0; ABHD4 inh = -7.0; DDE Tn7 FP inh = 7.4; TCR CD3 inh = 2.3; TDP2 inh = -5.6

Back to the main list with the 4 entries that preceded the break.
Below each compound: UHRF1 MBD2 ctr	HTRA1 inh	PRMT1 inh	LEDGF integ inh	PG9 binder	SIAE primary	ABHD4 inh	DDE Tn7 FP inh	TCR CD3 inh	TDP2 inh
- O=C(C1CCCCC1C(=O)N1CCCCC1)N1CCCCC1 (stereo not given)
 : 0.0	3.4	0.9	6.7	1.0	-3.1	-4.5	-1.2	0.5	2.3
- COc1ccc(N(CC(=O)N2CCN(c3cc(C)ccc3C)CC2)S(=O)(=O)c2c(C)noc2C)cc1
 : -0.5	-2.8	-1.6	0.3	-0.5	-7.3	4.9	-1.1	5.5	6.2
- CC(NCc1ccc(S(N)(=O)=O)cc1)C(=O)Nc1ccc([N+](=O)[O-])cc1Cl (stereo not given)
 : -1.0	-0.5	-0.6	0.2	0.6	7.0	5.1	3.7	-5.0	10.4
- COc1ccc(C(=O)N2CC3(C)C4CCC3(C)C2(C#N)C4)cc1OC (stereo not given)
 : -1.1	3.0	4.1	-6.6	0.6	-0.2	-1.4	0.2	-3.0	-4.9
- CCn1c(NCc2cc(Br)ccc2NS(=O)(=O)c2ccc(C)cc2)nc2ccccc21
 : 1.7	-37.2	-1.8	-2.2	-3.9	-23.2	-4.6	-3.0	-1.4	-9.1
- O=C(Nc1cccnc1Cl)c1ccc(=O)oc1
 : 10.6	0.2	1.9	10.7	2.4	-7.8	-4.5	4.2	2.0	14.6
- Cn1cc(C(=O)NCc2ccc(F)cc2)cn1
 : -0.8	4.7	-2.4	1.0	-1.5	4.4	-9.5	-6.1	5.2	-1.3
- COc1ccc(-c2n[nH]c(=S)n2/N=C/C=C\c2ccccc2OC)cc1
 : 2.8	-5.6	3.7	-0.3	1.1	1.6	-1.7	1.4	-0.3	1.6
- Cn1c(NCc2ccccc2F)nc2cc(-c3cccc(C(F)(F)F)c3)sc2c1=O
 : 0.0	/	-2.1	-0.1	-0.4	-12.2	1.7	7.2	-1.6	-0.5
- COCC(C)n1c(C)cc(C(=O)CSc2nc3ccccc3c(=O)[nH]2)c1C (stereo not given)
 : 1.3	-1.0	11.6	-1.0	0.3	0.8	-17.2	-2.4	-3.7	-10.3
- CCCCNC(=O)NNC(=O)c1ccc(F)cc1
 : -2.1	-4.0	1.0	-2.5	-1.2	-11.1	-1.5	6.1	3.5	6.5
- C/C(=N\NC(=O)C1(C)CC1(Br)Br)c1cccc(NC(=O)C(C)(C)C)c1 (stereo not given)
 : 4.3	-0.1	-0.8	-2.2	-0.2	-5.7	-9.2	-2.2	-6.3	-2.5
- Cc1ccc(C(=O)NNC(=O)C(NC(=O)c2cccc(C)c2)C(C)C)cc1 (stereo not given)
 : -1.5	-20.1	3.0	-0.4	0.5	2.9	0.5	-4.1	2.1	9.1
- COC(=O)C1=C(C)N(C)C(C)=C(C(=O)OC)C1c1ccc(F)c(Br)c1
 : 0.7	-20.5	-2.5	-1.3	-1.2	4.1	-10.4	0.4	0.5	-4.4
- COc1ccc(C2=NN(CCC(=O)NC3CCCCCC3)C(=O)CC2)cc1
 : 1.6	7.3	3.0	-0.1	-0.1	-2.5	1.1	0.1	1.5	11.3
- C[C@H](CO)N1C[C@H](C)[C@@H](CN(C)C(=O)Nc2ccc(C(F)(F)F)cc2)Oc2ccc(NS(=O)(=O)c3cn(C)cn3)cc2C1=O
 : 5.4	-8.2	-2.6	-1.1	-0.7	-3.7	0.1	-5.0	-6.6	-4.8
- CCc1cc(C(=O)Nc2cc(S(=O)(=O)N3CCOCC3)ccc2N2CCN(CC)CC2)sc1C
 : -3.9	-3.4	0.2	0.5	-0.2	0.5	0.9	-0.9	-0.8	0.8
- CCOC(=O)c1ccc(NC(=O)CSC(=S)N2CCOCC2)cc1
 : -3.2	5.6	-3.7	-0.9	-0.2	-4.0	-1.0	8.8	7.3	-6.4
- COc1ccc(C(=O)NCCS(=O)(=O)NCc2ccc(C)cc2)cc1
 : 0.0	-7.1	2.6	-0.7	-1.4	-3.8	3.2	3.7	6.3	9.8
- COC(=O)c1[nH]c(C)c(/C(O)=C2\C(=O)C(=O)N(CCN3CCOCC3)C2c2ccc(C)o2)c1C (stereo not given)
 : -1.7	3.3	3.0	-1.1	-1.8	3.1	1.1	-3.0	-12.0	-0.3
- COc1ccc(C(=O)CC(=O)C(=O)Nc2ccc(C)cc2Cl)cc1
 : -0.9	3.9	1.5	-3.3	-1.6	-6.7	2.1	-0.9	5.6	-2.9
- Cc1cccc(C(=O)Nc2ccccc2C(=O)NCc2ccco2)c1
 : -0.5	-18.9	4.3	4.8	-0.9	2.3	-6.9	-1.0	8.5	15.1
- Cc1ccccc1Nc1nc2ccccc2n1C(C)C
 : 2.7	3.7	3.5	-1.9	-0.3	3.2	-4.6	8.5	-2.4	1.9

Bioassay records (PubChem BioAssay)

Rows are unselected; overall some 4.2% were active at least once.
